Bioassay records deposited in PubChem by Johns Hopkins Ion Channel Center.
KCNQ2 inh: KCNQ2 potassium channel inhibitors, primary screen, cell-based, CHO-K1, FluxOR thallium flux, B-score (AID 2156) | hit rate 1.1% among 310,000 | B-score at 10 µM | Potassium voltage-gated channel subfamily KQT member 2 (Rattus norvegicus), O88943 | 20 min; active compounds read low;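 active means fluorescence ratio B-score at most minus 3 library SDs, with starting brightness B-score within 2 library SDs, cut at about -5.5 in these data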
Kir21 inh: inhibitors of mouse Kir2.1 inward-rectifier potassium channel; Inward rectifier potassium channel 2 (Mus musculus), P35561; HEK293-Kir2.1, FluxOR thallium flux fluorescence; active compounds read low; B-score at 10 µM; hit rate 0.85% among 310,000;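 active means fluorescence ratio B-score at or below minus 3 SD of library scores, with starting-brightness B-score within 2 SD, cut at about -4.2 in these data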;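 further: channel flux triggered by added potassium and thallium sulfate stimulus; B-score of peak minus minimum fluorescence over baseline after thallium stimulus; more negative B-score means stronger Kir2.1 block with less thallium influx; some compounds called inactive have numbers as strong as hits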
Target sequence (P35561 whole entry, looked up): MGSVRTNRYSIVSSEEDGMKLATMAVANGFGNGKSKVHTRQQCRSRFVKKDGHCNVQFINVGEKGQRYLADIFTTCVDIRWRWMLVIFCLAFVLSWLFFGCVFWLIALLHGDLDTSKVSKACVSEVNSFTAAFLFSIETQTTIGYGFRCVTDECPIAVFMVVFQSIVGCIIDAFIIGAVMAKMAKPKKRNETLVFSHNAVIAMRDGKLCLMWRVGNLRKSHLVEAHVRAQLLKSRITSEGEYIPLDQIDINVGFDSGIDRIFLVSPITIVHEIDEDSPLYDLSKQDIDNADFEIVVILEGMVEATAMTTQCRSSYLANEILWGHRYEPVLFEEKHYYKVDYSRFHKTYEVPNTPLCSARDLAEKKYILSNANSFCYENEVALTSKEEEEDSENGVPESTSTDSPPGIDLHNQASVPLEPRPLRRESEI
Numbers without * were called inactive; i = inactive.

A first look, 5 compounds:
SMILES | KCNQ2 inh | Kir21 inh
O=C(COC(=O)c1ccccn1)Nc1ccccc1OC(F)F | i | 0.12
Cc1c[n+]([O-])ccc1Oc1ccc([N+](=O)[O-])cc1 | i | -0.01
CCN(CC)c1ccc(C(=O)OCC(=O)NC2CCCCC2C)cc1 (stereo unspecified) | i | 1.48
Cc1cc(C)cc(Nc2nc(-c3ccc(S(=O)(=O)N4CCCC4)cc3)cs2)c1 | i | 0.32
COCC(=O)N1CCC(Oc2ccc(C(=O)N3C[C@@H]4CCC[C@H]3C4)cc2)CC1 | i | -0.09

Results, previewed entries included:
SMILES | KCNQ2 inh | Kir21 inh
O=C(COC(=O)c1ccccn1)Nc1ccccc1OC(F)F | i | 0.12
Cc1c[n+]([O-])ccc1Oc1ccc([N+](=O)[O-])cc1 | i | -0.01
CCN(CC)c1ccc(C(=O)OCC(=O)NC2CCCCC2C)cc1 (stereo unspecified) | i | 1.48
Cc1cc(C)cc(Nc2nc(-c3ccc(S(=O)(=O)N4CCCC4)cc3)cs2)c1 | i | 0.32
COCC(=O)N1CCC(Oc2ccc(C(=O)N3C[C@@H]4CCC[C@H]3C4)cc2)CC1 | i | -0.09
O=C(O)C1C2C=CC(C2)C1C(=O)NC1CCS(=O)(=O)C1 (stereo unspecified) | i | 0.41
CCOCc1nnc(NC(C)=O)s1 | i | -1.15
CCOC(=O)c1cnc(-n2nc(C)cc2C)nc1NCc1ccccc1 | i | 0
CC(C)NC(=O)c1ccccc1S(=O)(=O)c1ccccc1C#N | i | 0.02
CCCCNC(=O)C(=O)c1ccccc1NC(C)=O | i | -0.01
CCc1cccc(NC2c3ccccc3C(=O)N2c2cccnc2)c1 (stereo unspecified) | i | -1.38
CCN(CC)C(=O)C1CCCN(c2ccc([N+](=O)[O-])cc2/C=N/NC(=O)c2cccc([N+](=O)[O-])c2)C1 (stereo unspecified) | i | -0.04
O=C(CSc1nnc(-c2ccc3c(c2)OCCO3)o1)NC1CCCCC1 | i | 1.08
COc1cccc(Cn2cccc(NC(=O)Nc3ccc(C#N)cc3)c2=O)c1 | i | 0.19
CCN(CC)CCCN1C(=O)CSC1c1ccc([N+](=O)[O-])cc1 (stereo unspecified) | i | -2.05
CCOC(=O)Cc1csc(NC(=O)Nc2ccc(Cl)cc2)n1 | i | -0.72
Cc1cc(S(=O)(=O)Nc2cccc([N+](=O)[O-])c2)c(C)s1 | i | -3.49
Cc1ccc(S(=O)(=O)NCC(=O)OCC(=O)Nc2ncc(Cl)cc2Cl)cc1 | i | 1.69
CN1CCN(NC(=O)c2cc(S(=O)(=O)Nc3ccc(Cl)cc3)ccc2Cl)CC1 | i | 3.56
Cc1ccc(C)c(OC(=O)c2cncc(Br)c2)c1 | i | -1.34
N#Cc1cc(-c2ccccc2)nnc1Oc1ccccc1 | i | -0.12
O=[N+]([O-])c1ccc(S(=O)(=O)N/N=C/c2ccc3c(c2)OCO3)cc1 | i | 0
NC(=O)Nc1ccc(Nc2ccccc2)cc1 | i | 0.06
Cc1ccc(Sc2ncccc2C(=O)NC2CCCCCC2)cc1C | i | 0.65
CCOC(=O)c1nc2ccccc2c(=O)[nH]1 | i | -2.08
CCN(C(=O)/C=C/c1ccccc1)C1CCCCC1 | -5.8* | 1.11
Cc1ccc(N(CC(=O)Nc2ccc(S(=O)(=O)N3CCOCC3)cc2)S(C)(=O)=O)cc1C | i | 0.49
Cc1ccccc1CC1S/C(=N/N=C/c2ccco2)NC1=O (stereo unspecified) | i | 1.41
COC(=O)c1ccc(NC(=O)C(=O)N2CCN(C(=S)Nc3ccc(OC)cc3)CC2)cc1 | i | -0.48
CCCN1CCN(S(=O)(=O)c2ccc3c(c2)NC(=O)C(C)S3)CC1 (stereo unspecified) | i | -0.03
Cc1ccc(-c2nc3ccccc3nc2Cl)cc1 | i | 2.31
CCN1CCN(C(c2ccccc2OC)c2nnnn2C2CCCCC2)CC1 (stereo unspecified) | i | -1.89
C[C@]12C=CC(=O)C=C1CCC1C3CC[C@](O)(C(=O)CO)[C@@]3(C)CC3OC312 (stereo partly specified) | i | -0.77
O=C(N/C(=C\c1ccc(Br)cc1)C(=O)N1CCOCC1)c1ccc(Br)o1 | i | 1.39
COC(=O)c1ccc(S(=O)(=O)NCc2ccccc2)n1C | i | 0.78
CCS(=O)(=O)N1CCC(C(=O)N2CCN(Cc3ccccc3)CC2)CC1 | i | 0.65
Cc1[nH]n(S(=O)(=O)c2ccccc2)c(=O)c1N=Nc1cccc(Cl)c1 | i | 2.07
COc1ccccc1NC1=NC(C)(C)N=C(N)N1 | i | -0.8
Cc1ccc2c(C)c(C(=O)NCCN3CCCC(O)C3)oc2c1C (stereo unspecified) | i | 1.24
CC[C@H](C)[C@@H]1NC(=O)c2cc([N+](=O)[O-])cc(F)c2NCCCC[C@@H](C(N)=O)NC(=O)[C@H](CCCCN)NC1=O | i | -0.24
COc1ccc(NC(=O)CC2C(=O)NCCN2C(=O)c2ccc(N(C)C)cc2)cc1 (stereo unspecified) | i | -0.22
O=C(c1ccc(CS(=O)c2cccc(Cl)c2)o1)N1CCCCCC1 (stereo unspecified) | i | -0.74
O=C(Oc1c(-c2ccccc2)c(=O)n2c3c(cccc13)CC2)c1ccc(F)cc1 | i | -0.46
CN(C)CCCNc1ccc(-c2cc(Nc3cccc(Cl)c3)ncn2)cn1 | i | -2.53
COc1ccc(CN(C)CC2CCCN(CCc3ccccc3C)C2)cc1O (stereo unspecified) | i | -8.83*
Cc1cccc(NS(=O)(=O)c2cc3c4c(c2)C(C)C(=O)N4CCC3)c1 (stereo unspecified) | i | -1.54
CCCCn1c(-c2cccnc2)nc2cc3[nH]c(=O)c(C(C)C)nc3cc21 | i | 0.18
COc1ccc(N2CC(C(=O)N[C@@H](C)C(=O)N3CCCCC3)CC2=O)cc1 (stereo partly specified) | i | 0.26
Brc1ccc(C=Nc2ccc3c(c2)OCCOCCOCCO3)s1 | i | 0.25
CCCSC1=C(C#N)C(c2ccccc2OCC)CC(=O)N1 (stereo unspecified) | i | 0.22
CCCCCC(=O)Oc1cccc(N2C(=O)C3CCCCC3C2=O)c1 (stereo unspecified) | i | 1.7
CCc1ccc(N2C(=O)C3CCCN3C2=S)cc1 (stereo unspecified) | i | -0.49
O=C(C[n+]1cnn(CC(=O)c2ccc(Cl)cc2Cl)c1)c1ccc([N+](=O)[O-])cc1 | i | -0.08
COc1ccc(CNc2nc3nc(C)c(Cl)c(C)n3n2)cc1 | i | -0.05
O=C(Cc1ccccc1[N+](=O)[O-])N1CCOCC1 | i | -0.07
CCOC(=O)CN1C(=O)S/C(=C\c2ccc3c(c2)OCO3)C1=O | i | 0.13
O=C(NC(=S)Nn1cnnc1)c1ccccc1 | i | -1.6
CCOc1ccc(CC(=O)Nc2ccc(S(=O)(=O)Nc3cc(C)on3)cc2)cc1OCC | i | 0.31
COc1cc(/C=N/NC(=O)c2nnn(-c3nonc3N)c2C(C)C)ccc1OCc1ccc(F)cc1 | i | 0.11
COc1ccc(/C=C2/SC(=S)N(CCC(=O)O)C2=O)cc1 | i | -0.46

Next part, overlapping the part above by four compounds.
SMILES | KCNQ2 inh | Kir21 inh
O=C(NC(=S)Nn1cnnc1)c1ccccc1 | i | -1.6
CCOc1ccc(CC(=O)Nc2ccc(S(=O)(=O)Nc3cc(C)on3)cc2)cc1OCC | i | 0.31
COc1cc(/C=N/NC(=O)c2nnn(-c3nonc3N)c2C(C)C)ccc1OCc1ccc(F)cc1 | i | 0.11
COc1ccc(/C=C2/SC(=S)N(CCC(=O)O)C2=O)cc1 | i | -0.46
CN(C)c1ccc(/C=N/N=C2/SC(CC(=O)O)C(=O)N2c2ccc(O)cc2)cc1 (stereo unspecified) | i | -0.03
CNC(=O)C(=O)Nc1ccc2c(c1)N(S(=O)(=O)c1cccs1)CCC2 | i | 0.89
CCc1nnc(NC(=O)C2CCCO2)s1 (stereo unspecified) | i | -2.1
CCC(C)(C)NC(=O)C(c1cccnc1)N(C(=O)c1csnn1)c1ccccc1 (stereo unspecified) | i | 1.17
O=C(O)c1cnn(-c2ccccc2)c1-n1cccc1 | i | 0.44
CCOC(=O)N1CCN(CC(=O)Nc2ccc(F)c(F)c2F)CC1 | i | -1.03
COc1ccccc1Oc1nc([N+](=O)[O-])nn1CC(N)=O | i | -0.5
Cc1cccc(C(C)C)c1NC(=O)COC(=O)CN1C(=O)C2CC=CCC2C1=O (stereo unspecified) | i | -0.84
CCCCn1c(-c2ccc(C(C)(C)C)cc2)nc2cc3[nH]c(=O)c(C(C)C)nc3cc21 | i | -0.58
Cc1ccc(SCCC(=O)NCc2ccco2)cc1 | i | 2.17
CCOc1ccccc1NC(=O)c1nc(S(=O)(=O)Cc2cccc(C)c2)ncc1Cl | i | 0
N/C(=N\N=C\c1cccc([N+](=O)[O-])c1)c1nonc1N | i | 0.04
COc1ccccc1NC(=O)CSc1nnc(C)n1CC1CCCO1 (stereo unspecified) | i | 0.57
Cc1ccc2c(c1)N(CC(=O)NCCCN1CCCC1)C(=O)CO2 | i | -0.45
CC(/C=C\C=C\c1ccccc1)=N\NC(=O)c1cncc(Br)c1 | i | -0.29
Cn1c(N)c(C(=O)COC(=O)COc2ccc3ccccc3c2)c(=O)n(C)c1=O | i | 0.66
Cc1ccc(-c2nn(-c3ccccc3)cc2C(=O)O)o1 | i | -2.31
CCOc1cc(N2CCOCC2)c(OCC)cc1NC(=O)c1cc(C)cc(C)c1 | i | -1.28
COc1ccccc1Cc1nc2ccccc2n1S(=O)(=O)c1ccc(Cl)cc1 | i | -0.2
O=C(OCc1ccccc1)/C(=C/c1cccc(Br)c1)NC(=O)c1ccco1 | -9.56* | 0.62
O=C(NCS(=O)(=O)c1ccccc1)c1ccccc1 | i | 0.85
COCCNC(=O)C1=C(N)C(C(=O)Nc2ccc(C)c(S(=O)(=O)N3CCCCC3)c2)SC1=Nc1ccc(C)cc1C (stereo unspecified) | i | 2.25
O=S(=O)(NCC1CCCO1)c1ccc2ccccc2c1 (stereo unspecified) | i | -0.38
CCOc1cc(N2CCOCC2)c(OCC)cc1NC(=O)c1ccc(C)s1 | -6.48* | 1.14
CN(C)c1ccc(/C=C/C(=O)c2ccc3c(c2)OCCO3)cc1[N+](=O)[O-] | i | 0.73
COCCNC(=O)Cn1nc(C(F)(F)F)c(Br)c1C | i | 1.31
COc1ccc(C(=O)NCc2nnc(SC)n2C2CCCCC2)cc1 | i | -1.3
CC[C@@H](C)C(NC(=O)OC(C)(C)C)c1cn([C@@H](CCC(=O)OC(C)(C)C)C(=O)N2CCN(C(=O)OC(C)(C)C)CC2)nn1 (stereo partly specified) | i | 1.7
COc1ccc(-c2nc(NC3=NCCCCC3)sc2C)cc1 | i | 0.35
Cc1ccc(Cn2c(SCC(=O)NCC3CCCO3)nc3c2c(=O)n(C)c(=O)n3C)cc1 (stereo unspecified) | i | 0.75
COc1ccc(CCNC(=O)CSc2nc3ncccc3[nH]2)c(OC)c1 | i | 0.58
O=C(Nc1ccc2nc3n(c(=O)c2c1)CCCCC3)c1cc([N+](=O)[O-])ccc1F | i | -0.53
COc1ccc(OC)c(NC(=O)c2cc(S(=O)(=O)N3CCCC3)cn2C)c1 | i | 0.24
CC(C)=CCC12Oc3cc(O)ccc3C1(O)Oc1cc3c(c(O)c1C2=O)C=CC(C)(C)O3 (stereo unspecified) | i | -0.06
CN(C)c1ccc(C(CNC(=O)c2cccs2)N(C)C)cc1 (stereo unspecified) | i | -1.65
CCCC1(C(=O)OCC)NC(c2ccc(OC)cc2OC)C2C(=O)N(c3ccccc3)C(=O)C21 (stereo unspecified) | i | -1.31
Cc1cc(=O)n2[nH]c(CCC(=O)O)nc2n1 | i | 1.3
O=S(=O)(Cc1ccccc1)NCC1CCCN(Cc2ccc3nonc3c2)C1 (stereo unspecified) | i | 0
Fc1cccc(Cl)c1/C=N/Nc1c(Cl)cncc1Cl | i | -0.71
Cc1nc2ccccn2c(=O)c1NC(=O)c1cccc2ccccc12 | i | 2.82
CCCOC(=O)c1ccc(Oc2coc3c(CN(CC)CC)c(O)ccc3c2=O)cc1 | i | -0.35
CCCCNc1ccc(C(=O)O)cc1 | i | 0.32
Cc1ccccc1NC(=O)c1c(C)[nH]c(=S)c(C#N)c1-c1ccco1 | i | 1.5
CCC(C)NC(=O)C1CCN(S(=O)(=O)c2cccc3nonc23)CC1 (stereo unspecified) | i | 0.21
Cc1ccc(S(=O)(=O)N(C)c2ccccc2C(=O)N2CCCC2)cc1 | i | -0.37
CN(C)CCN=Cc1c(O)n(Cc2ccc3c(c2)OCO3)c(=O)c2ccccc12 | i | 0.04
CC(C)C[C@H](NC(=O)N1CC(=O)Nc2ccccc21)C(=O)N[C@H](Cc1c[nH]c2ccccc12)C(=O)O | i | 0.11
c1ccc(-c2nc3cccnc3nc2-c2ccccc2)cc1 | i | -0.28
CCCN1CCC(NC(=O)Cc2cccc(C)c2)CC1 | i | 1.82
Cc1ccc(N(C(=O)c2ccn[nH]2)C(C(=O)NC2CCCC2)c2cccs2)cc1 (stereo unspecified) | i | 0.01
Cc1ccc(Cl)cc1NC(=O)C1CC(=O)N(C(C)C)C1 (stereo unspecified) | i | -0.73

Retrieved by structure from the list above (two):
SMILES | KCNQ2 inh | Kir21 inh
CCOC(=O)N1CCN(CC(=O)Nc2ccc(F)c(F)c2F)CC1 | i | -1.03
O=C(OCc1ccccc1)/C(=C/c1cccc(Br)c1)NC(=O)c1ccco1 | -9.56* | 0.62

Hits appear at their usual frequency; about 1.8% have a hit in one of these screens.
